Screening data deposited in PubChem by Broad Institute.
CASP6 VEID inh: human caspase-6 inhibitors, primary screen, biochemical, VEID-R110 fluorescence, single point, set 2. P55212. purified caspase-6, Z-VEID-R110 cleavage fluorescence. inhibition, % at 12.5 µM. 350,000 compounds, 0.53% hits;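 active = mean inhibition across replicates at least about 35%, with every replicate also reaching that limit, limit read from the data; inconclusive = only one of the two criteria met; inactive = neither criterion met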;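 note: 0% = median of neutral control wells and 100% = no fluorescence left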
RAD54 inh: inhibitors of human RAD54 branch migration, primary screen, biochemical, fluorescence, single point; DNA repair and recombination protein RAD54-like (Homo sapiens), Q92698; RAD54 Holliday junction branch migration, FAM/BHQ fluorescence; inhibition, % at 10.4 µM; 360,000 compounds, 0.14% hits; AID 602329, 2012;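 active = mean normalized replicate activity at least 40 and at least half of replicates scoring 40 or more; inconclusive = only one of the two criteria met; inactive = mean below 40 and under half of replicates reaching 40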;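 note: 0% = median of neutral control wells and 100% = median of positive control wells; inhibitors cause a drop in the FAM fluorescence signal; in these data hits start at about 50%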
DENV2 CPE: inhibitors of DENV2 cytopathic effect, primary screen, cell-based, plate reader, single concentration; AID 651640, 2012; DENV2-infected cells, cytopathic effect rescue; 350,000 compounds, 1.7% hits; CPE inhibition, % at 9.99 µM; in the data active = CPE inhibition above about 20%, passing the limit was not always enough; inconclusive = no clear call, values can overlap the other calls; tested in BHK-21 cells;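 note: 0% = median of neutral control wells and 100% = median of positive control wells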
F508del corr: F508del CFTR correction, initial screen, CFBE line, single point. CFBE cells, YFP halide quenching; stimulated with forskolin plus potentiator P3; % fluorescence drop versus neutral controls. activity (quench increase), % at 7.58 µM. 350,000 compounds, 0.36% hits;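 active = mean added fluorescence quench of at least 8% versus neutral control, with both replicates also reaching 8%; inconclusive = only one of the mean or replicate conditions met; inactive = mean below 8% and not both replicates reaching 8%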;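 note: cells transiently co-express mutant CFTR-F508del with the halide-sensitive YFP; corrector assay measuring rescue of mutant channel to the surface after 24 h compound exposure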
GSIS activator: GLuc luminescence reporter in INS-1E cells, primary screen for activators of glucose-dependent secretion of insulin | 370,000 compounds, 0.61% hits | activation, % at 16.6 µM | INS-1E GLuc reporter insulin secretion, 2-3 h;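 active = lowest replicate activation of at least 40%, so every replicate reaches that level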;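 note: 0% = median of neutral control wells and 100% = median of IBMX positive control wells; some compounds called inactive have numbers as strong as hits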
RAD52 inh: RAD52 DNA annealing inhibitors, primary screen, biochemical, FRET, single point, set 2; inhibition, % at 18.7 µM; DNA repair protein RAD52 homolog (Homo sapiens), P43351; AID 651710, 2012; 360,000 compounds, 0.46% hits; recombinant RAD52 DNA annealing, FRET fluorescence;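 active = every replicate showing at least 50% inhibition; inconclusive = mean inhibition at least 50% but not in every replicate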
Target sequence (P43351 whole entry, looked up): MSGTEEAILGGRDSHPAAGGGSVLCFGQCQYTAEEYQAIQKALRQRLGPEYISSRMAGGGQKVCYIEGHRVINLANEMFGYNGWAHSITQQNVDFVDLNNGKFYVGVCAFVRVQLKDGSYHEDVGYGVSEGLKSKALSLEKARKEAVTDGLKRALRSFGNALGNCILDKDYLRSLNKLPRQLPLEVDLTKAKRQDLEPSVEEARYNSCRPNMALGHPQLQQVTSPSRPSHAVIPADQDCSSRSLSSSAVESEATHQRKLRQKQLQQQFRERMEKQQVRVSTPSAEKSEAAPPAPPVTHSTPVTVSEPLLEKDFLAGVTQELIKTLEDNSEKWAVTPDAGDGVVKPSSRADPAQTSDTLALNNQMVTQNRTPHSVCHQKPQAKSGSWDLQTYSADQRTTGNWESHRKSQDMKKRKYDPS
E-sel inducer: E-selectin induction in HUVECs, primary screen, imaging, HUVEC, immunofluorescence imaging, single point. 260,000 compounds, 0.37% hits. normalized: neutral wells 0, TNF-alpha wells 100. P16581. activation, % at 7.58 µM. AID 686992, 2013;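 active = mean E-selectin-positive cell signal at least 10% of the positive control, reached in at least 60% of replicates, without over 20% cell loss; inconclusive = no rule given, readout overlaps actives, possibly toxicity-flagged; inactive = the rest, including those meeting only one limit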;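 note: in these data hits start at about 27%; measured in HUVEC primary endothelial cells; signal is the percent of cells scored E-selectin positive by PE staining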
Target sequence (P16581 whole entry, looked up): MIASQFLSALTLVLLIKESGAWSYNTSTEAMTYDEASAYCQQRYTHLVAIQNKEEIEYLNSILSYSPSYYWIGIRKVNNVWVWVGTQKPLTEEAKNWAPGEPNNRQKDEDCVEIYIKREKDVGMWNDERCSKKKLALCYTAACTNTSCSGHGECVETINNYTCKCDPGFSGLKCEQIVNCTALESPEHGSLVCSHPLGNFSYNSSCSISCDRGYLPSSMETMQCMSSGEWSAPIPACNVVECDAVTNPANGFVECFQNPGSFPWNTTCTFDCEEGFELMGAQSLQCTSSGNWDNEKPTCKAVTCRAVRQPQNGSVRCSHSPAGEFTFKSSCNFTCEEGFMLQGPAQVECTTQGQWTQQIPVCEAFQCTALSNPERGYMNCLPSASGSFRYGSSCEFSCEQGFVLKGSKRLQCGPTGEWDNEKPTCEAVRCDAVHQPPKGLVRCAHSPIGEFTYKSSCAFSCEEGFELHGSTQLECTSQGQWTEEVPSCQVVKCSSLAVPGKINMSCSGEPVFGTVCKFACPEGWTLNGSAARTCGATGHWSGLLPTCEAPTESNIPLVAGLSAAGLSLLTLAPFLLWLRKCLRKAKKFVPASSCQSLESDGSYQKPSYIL
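System: HUVEC, human umbilical vein endothelial cells; quantity: 3,000 cells/well; buffer or medium: EGM-2 medium, gelatin-coated wells; dosing: single-point compound dose; detection: immunofluorescence imaging; evaluation: % PE-positive cells; benchmarks: TNF-alpha, DMSO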
Xi reactivation: activators of inactive X chromosome reactivation, primary screen, imaging, XiGFP fibroblasts, GFP high-content imaging, set 2; XiGFP mouse fibroblasts, % GFP-positive cells imaging, 3 d; cells co-treated with 5-aza-dC sensitizer; scaled so ellipticine positive control = 100%; activation, % at 7.58 µM; 360,000 compounds, 0.055% hits; AID 743238, 2013;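 active = mean normalized replicate activation at least 10% and every replicate at or above 10%; inconclusive = only one of the two criteria met; inactive = mean below 10% and not all replicates reach 10%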;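 note: 0% = median of on-plate neutral control wells and 100% = ellipticine 6 µM median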
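assay system = SV40-immortalized XiGFP fibroblast cells, line 68-5-11 | buffer or medium = DMEM plus 5-aza-dC sensitizer | doses = single-point pinned compound dosing | times = 3-day compound exposure, then 15 min fixation at room temperature | benchmarks = positive control ellipticine, 6 µM final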
Active calls of the source: *; ? = inconclusive; nt = no result given; & = joins results of further samples. Random draw from the library (roughly 3.7% active in at least one column).

SMILES	CASP6 VEID inh	RAD54 inh	DENV2 CPE	F508del corr	GSIS activator	RAD52 inh	E-sel inducer	Xi reactivation
Cc1cccc(NS(=O)(=O)c2ccc3[nH]c(=O)oc3c2)c1C	3	-6	-6	-2.1	-3	-17	0.0	0.3
Cc1cscc(C)c1=S	nt	-17	3	-0.3	nt	-2	0.4	0.0
CC(C(=O)N1CCN(c2ccccc2)CC1)c1ccc([N+](=O)[O-])cc1 (stereo not given)	0	-15	10	-3.0	nt	0	-0.1	-0.1
CCC(=O)Nc1ccc2c(c1)C(=O)N(C)C[C@@H](OC)[C@H](C)CN(Cc1ccccc1F)[C@H](C)CO2	-3	-2	1	0.3	-21	-10	0.2	0.2
O=C(Oc1ccc(-c2ccccc2)cc1)c1ccco1	-1	4	-4	0.3	nt	3	0.3	0.1
C[C@@H]1CN([C@@H](C)CO)C(=O)c2cc(NS(=O)(=O)c3cn(C)cn3)ccc2O[C@H]1CN(C)Cc1ccc(C(F)(F)F)cc1	-2	2	-11	1.1	2	-7	-2.1	0.2
CCOC(=O)NC1(C(F)(F)F)NC(=O)N(c2cccc(C(F)(F)F)c2)C1=O (stereo not given)	-1	4	4	nt	-13	-12	-2.4	0.4
OC[C@H]1O[C@@H](c2nc3ccc(-c4nc(-c5ccc(Br)cc5)no4)cc3[nH]2)C[C@@H]1O	-1	4	-7	2.6	-6	1	-0.1	-0.1
CCOc1ccc(S(=O)(=O)N2CCC(C(=O)NCc3cccnc3)CC2)cc1	1	-3	-10	-3.1	-9	-3	41*	-0.3
CCC(C)(C)C1CCC2(CC1)NC(=O)N(CC(=O)NC(C)CCc1ccccc1)C2=O (stereo not given)	1	2	0	2.5	-51	4	nt	0.2
COc1ccc(N2CCN(CCCNC(=O)Cn3c(=O)c4cccn4c4ccccc43)CC2)cc1	-14	-4	?	-0.6	3	-4	-0.2	-0.1
C[C@H]1CN([C@@H](C)CO)C(=O)CCCn2cc(nn2)CO[C@@H]1CN(C)Cc1cccc(C(=O)O)c1	2	10	24*	-3.6	29	11	-0.1	-0.3
CC#CCN1c2ccccc2[C@]23C[C@@H](C(=O)OC)N(C(=O)C4CCC4)C2=NC(C(=O)OC)=C(C(=O)OC)[C@H]13	0	1	5	0.8	-2	-8	0.0	0.0
C[C@H](CO)N1C[C@H](C)[C@@H](CN(C)Cc2ccc(C(=O)Nc3ccccc3N)cc2)Oc2ccc(NC(=O)C3CC3)cc2C1=O	0	nt	2	0.0	3	-2	0.0	0.0
COc1ccccc1N1CCN(C(=O)CCNS(=O)(=O)c2cc(Br)cnc2N)CC1	3	1	5	1.6	-8	-19	0.4	-0.1
CC1CCC(CN2CCN=C2Nc2ccccc2)CC1 (stereo not given)	0	7	40*	1.2	17	-13	0.2	0.1
Cc1ccc(C)c(OCC(=O)Nc2ccncc2)c1	8	-4	7	0.9	-10	2	-0.1	0.0
NC(=O)C1CCN(C(=O)CC2C(=O)NCCN2Cc2cccc(Oc3ccccc3)c2)CC1 (stereo not given)	-3	-4	0	-3.9	13	-29	-0.1	-0.1
C[C@H]1CN([C@@H](C)CO)C(=O)c2cc(Br)cnc2O[C@H]1CN(C)S(=O)(=O)c1cccs1	0&-1	-8&-4	1&15	3.7&2.9	3&20	-10&-1	-0.3&0.2	0.1&-0.7
O=C(O)c1ccccc1C=NNc1ccccn1	1	2	-3	-3.4	0	-12	0.1	0.1
C[C@@H]1CN([C@@H](C)CO)C(=O)c2cc(NC(=O)CCCN(C)C)ccc2O[C@@H](C)CCCCO[C@@H]1CN(C)Cc1ccc2c(c1)OCO2	0	nt	-10	-1.9	18	-2	0.0	-0.1
CC(=O)Nc1ccc(-c2ccnc3c2CC(C)(C(=O)NCc2ccc(F)c(F)c2)O3)cc1 (stereo not given)	4	1	1	0.4	nt	-8	0.2	-0.1
CN(C)C(=O)c1ccc(N=Nc2c(O)c3ccccc3[nH]c2=O)cc1	1	0	2	-3.0	-10	-18	1.5	0.4
CC(C)(C)c1csc(NC(=O)C2COc3ccccc3O2)n1 (stereo not given)	-4	-5	4	-1.9	-54	-9	-0.7	0.3
COC(=O)c1ccc2nc(NC(=O)CSCC(=O)OCC(=O)c3ccccc3)sc2c1	0	-3	?	0.5	-12	-12	0.8	0.0
Cc1ccc(-n2c([S-])c(C(=O)NC(C)c3ccccc3)[n+]3ccccc23)cc1 (stereo not given)	-1	4	4	-2.9	-2	-9	nt	0.0
CN1C(=O)C(=O)/C(=C(/O)c2ccccc2)C1c1ccc([N+](=O)[O-])cc1 (stereo not given)	-2	-6	2	-1.9	-10	-10	0.0	0.1
CCCCNC(=O)C1(C)CCCCN1C(=O)c1csnn1 (stereo not given)	5	-1	13	-0.7	nt	-3	1.5	0.2
COc1ccc(NC(=O)N2CC(=O)N3[C@H](CO)[C@H](c4ccc(/C=C/c5ccccc5)cc4)[C@H]3C2)cc1	1	nt	-6	-3.0	-4	-8	1.4	0.1
O=C(C[C@H]1CC[C@H]2[C@@H](COC[C@H](O)CN2Cc2cccc(Cl)c2)O1)NCc1cccc(F)c1	1	2	15	-1.1	-21	5	-0.2	0.0
COc1cc(/C=N/NC(=O)c2cc(-c3ccccc3Cl)nc3ccccc23)cc(OC)c1O	0	nt	7	2.9	-1	-10	nt	-0.1
CN(C)Cc1cc(O)c(CN(C)C)cc1O	2	nt	-1	0.8	nt	-19	nt	0.3
O=C(Nc1ccc(F)cc1)N1C[C@@H]2[C@H](c3ccccc31)[C@H](CO)N2C(=O)c1cccnc1	-1	-2	-3	3.0	5	-3	0.0	0.2
C[C@@H]1CN([C@H](C)CO)C(=O)c2cc(NC(=O)Nc3ccc(F)cc3)ccc2O[C@H]1CN(C)C(=O)Nc1cccc2ccccc12	3	0	13	1.7	11	-6	0.0	0.2
COc1cccc(-c2cc(CNC(=O)[C@H]3O[C@@H](n4cnc(C(N)=O)n4)[C@H](O)[C@@H]3O)no2)c1	-1	nt	?	3.2	-1	-4	0.0	0.4
COc1ccccc1C(=O)N1C[C@@H]2[C@H](c3ccccc31)[C@H](CO)N2C(=O)C1CCOCC1	-1	0	2	0.1	11	-11	-0.3	0.0
C[C@@H]1CN([C@H](C)CO)C(=O)c2cc(-c3cccc(F)c3)cnc2O[C@H]1CN(C)S(C)(=O)=O	-2	0	3	2.8	-3	10	-0.4	-0.7
Nc1ccc(Oc2ccc(N)c([N+](=O)[O-])c2)cc1[N+](=O)[O-]	-1	1	-5	7.4	nt	-5	nt	0.2
N#Cc1c2ccc(OCC(N)=O)cc2n2ccccc12	3	1	2	0.6	8	0	1.3	0.4
Cn1ccc(-c2cc(C(=O)O)c3ccccc3n2)n1	8	-12	12	-3.7	4	-8	5.9	0.0
CO[C@@H]1CN(C)C(=O)c2ccc(NC(=O)Nc3ccc(Cl)cc3)cc2OC[C@@H](C)N(C(=O)Nc2c(C)noc2C)C[C@@H]1C	-2	-10	4	-0.9	-13	-1	-0.4	-0.5
O=C(CN(C(=O)CCC(=O)Nc1nccs1)c1ccccc1F)NCc1ccc(F)cc1	1	-6	0	-1.8	-8	5	nt	0.0
CN(C)c1ccc(CNC(=O)C2(C)Cc3c(-c4ccccc4)ccnc3O2)cc1 (stereo not given)	3	4	-4	-2.0	4	-1	0.1	0.2
C[C@@H]1CN([C@@H](C)CO)C(=O)c2cc(NC(=O)CCN3CCOCC3)ccc2O[C@@H]1CN(C)C(=O)Nc1ccccc1	4&-9	7&-12	2&-8	-2.9&0.0	37&11	3&-5	0.1&-0.2	-1.0&0.0
C[C@H](O)C#Cc1ccc([C@@H]2[C@H](CO)N3CCCCN(CC4CCOCC4)C[C@@H]23)cc1	-2	2	-2	-1.1	19	-5	1.0	0.3
CCOC(=O)c1c(C)[nH]c(C(=O)CN2CCN(CC)CC2)c1C	-2	9	2	-0.6	31	-4	2.0	-0.1
O=Cc1coc2ccc3ccccc3c2c1=O	2	6	6	-3.1	-12	-25	nt	0.1
CC(C)CC#Cc1ccc([C@@H]2[C@@H](CO)N3CCCCN(C(=O)c4ccc5c(c4)OCO5)C[C@H]23)cc1	2	2	17	1.4	-10	5	-0.3	0.3
Cn1c(=O)n(C)c2cc(S(=O)(=O)Nc3cc(Cl)ccc3O)ccc21	5	nt	0	-1.7	-6	-23	nt	0.0

11 entries already listed, sorted by number of heavy atoms, low to high:
SMILES	CASP6 VEID inh	RAD54 inh	DENV2 CPE	F508del corr	GSIS activator	RAD52 inh	E-sel inducer	Xi reactivation
O=Cc1coc2ccc3ccccc3c2c1=O	2	6	6	-3.1	-12	-25	nt	0.1
Cn1ccc(-c2cc(C(=O)O)c3ccccc3n2)n1	8	-12	12	-3.7	4	-8	5.9	0.0
N#Cc1c2ccc(OCC(N)=O)cc2n2ccccc12	3	1	2	0.6	8	0	1.3	0.4
Nc1ccc(Oc2ccc(N)c([N+](=O)[O-])c2)cc1[N+](=O)[O-]	-1	1	-5	7.4	nt	-5	nt	0.2
Cn1c(=O)n(C)c2cc(S(=O)(=O)Nc3cc(Cl)ccc3O)ccc21	5	nt	0	-1.7	-6	-23	nt	0.0
CN(C)c1ccc(CNC(=O)C2(C)Cc3c(-c4ccccc4)ccnc3O2)cc1 (stereo not given)	3	4	-4	-2.0	4	-1	0.1	0.2
C[C@H](O)C#Cc1ccc([C@@H]2[C@H](CO)N3CCCCN(CC4CCOCC4)C[C@@H]23)cc1	-2	2	-2	-1.1	19	-5	1.0	0.3
O=C(CN(C(=O)CCC(=O)Nc1nccs1)c1ccccc1F)NCc1ccc(F)cc1	1	-6	0	-1.8	-8	5	nt	0.0
CC(C)CC#Cc1ccc([C@@H]2[C@@H](CO)N3CCCCN(C(=O)c4ccc5c(c4)OCO5)C[C@H]23)cc1	2	2	17	1.4	-10	5	-0.3	0.3
C[C@@H]1CN([C@@H](C)CO)C(=O)c2cc(NC(=O)CCN3CCOCC3)ccc2O[C@@H]1CN(C)C(=O)Nc1ccccc1	4&-9	7&-12	2&-8	-2.9&0.0	37&11	3&-5	0.1&-0.2	-1.0&0.0
CO[C@@H]1CN(C)C(=O)c2ccc(NC(=O)Nc3ccc(Cl)cc3)cc2OC[C@@H](C)N(C(=O)Nc2c(C)noc2C)C[C@@H]1C	-2	-10	4	-0.9	-13	-1	-0.4	-0.5
